High-throughput results deposited in PubChem by several laboratories.
Mot1-301 SUMO = yeast Mot1-301 growth rescue at high temperature, primary screen, SUMOylation pathway inhibitor project, S. cerevisiae, ATP luminescence, 38.5C; 1% of 320,000 active; AID 2716, 2010; S. cerevisiae Mot1-301 growth rescue; percent above DMSO median, 100 means doubled; growth rescue, % at 18.8 µM;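 active = every valid replicate shows activation above 250% relative to neutral control wells; inactive = the rest, any valid replicate at or below 250%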;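 also: OY570 slx delta 5 strain wells were the positive control but not used for scaling; some compounds called inactive have numbers as strong as hits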
PKA-R2B act = activators of PKA-R2B holoenzyme, primary screen, biochemical, fluorescence polarization, Cy5-IP20, human; cAMP-dependent protein kinase catalytic subunit beta (Homo sapiens) + cAMP-dependent …; PKA-R2B holoenzyme dissociation; R2B truncated from residue 108, S112A mutant; 0% DMSO only, 100% 113 µM cGMP; activation, % at 11.4 µM; 0.079% of 340,000 active; AID 504700, 2011;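 active = activation above a cutoff set at the mean over all compounds plus 3 SD, cut at about 18% in these data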;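 also: higher means more holoenzyme dissociation and a rise in polarization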
Target sequence (P31323 whole entry, looked up, other chains not shown, the tested form may be a part): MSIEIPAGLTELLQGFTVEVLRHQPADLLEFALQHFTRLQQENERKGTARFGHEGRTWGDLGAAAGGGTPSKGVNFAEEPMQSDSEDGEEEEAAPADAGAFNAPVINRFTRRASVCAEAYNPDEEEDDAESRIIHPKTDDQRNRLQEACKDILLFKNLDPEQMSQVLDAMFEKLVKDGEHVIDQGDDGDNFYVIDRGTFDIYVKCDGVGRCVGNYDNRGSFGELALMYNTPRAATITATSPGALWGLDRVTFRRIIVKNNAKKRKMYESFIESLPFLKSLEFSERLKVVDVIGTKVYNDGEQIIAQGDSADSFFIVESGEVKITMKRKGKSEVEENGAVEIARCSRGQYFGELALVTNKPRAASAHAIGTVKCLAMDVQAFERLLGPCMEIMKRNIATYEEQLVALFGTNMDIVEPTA
HTR5A inv ag = HTR5A inverse agonists in luminescence cell assay, primary screen, counter-screen for OPRM1-OPRD1 heterodimer inverse agonist project, full-deck HTS | 5-hydroxytryptamine receptor 5A (Homo sapiens), P47898 | inhibition, % at 9.3 µM | HTR5A cell line, inverse agonism | 0.083% of 340,000 active; in the data active = inhibition mostly above about 23%, no sharp cut-off; inactive = mostly below about 18%;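 also: 0% = cells with DMSO and 100% = no-cell wells with DMSO; some compounds called inactive have numbers as strong as hits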
Target sequence (P47898 whole entry, looked up): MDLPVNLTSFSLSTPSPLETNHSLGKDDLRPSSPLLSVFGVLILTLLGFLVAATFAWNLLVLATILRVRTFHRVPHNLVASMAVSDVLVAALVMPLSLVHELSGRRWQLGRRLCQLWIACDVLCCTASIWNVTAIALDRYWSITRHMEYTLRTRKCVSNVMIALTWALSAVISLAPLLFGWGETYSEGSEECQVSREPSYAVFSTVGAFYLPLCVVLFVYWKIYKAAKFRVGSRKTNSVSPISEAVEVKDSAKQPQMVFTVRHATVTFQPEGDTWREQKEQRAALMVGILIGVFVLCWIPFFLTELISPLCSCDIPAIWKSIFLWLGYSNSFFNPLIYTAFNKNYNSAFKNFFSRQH
PfHsp90 set2 = growth inhibition of PfHsp90-expressing yeast, primary screen, antimalarial PfHsp90 inhibitor project, S. cerevisiae, BacTiter-Glo luminescence, single point, set 2 | AID 504621, 2011 | 0.32% of 310,000 active | inhibition, % at 9.4 µM | BacTiter-Glo ATP, 48 h; yeast lacking PDR1 and PDR3 efflux regulators;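 active = every replicate shows inhibition above about 80%, whatever the replicate mean, limit read from the data; inconclusive = mean inhibition reaches the set limit but some replicate falls short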;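 also: 0% = DMSO neutral controls and 100% = 20 µM radicicol positive controls; yeast relying on Plasmodium falciparum Hsp90 in place of its own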
phage Ecoli inh = growth loss of phage-infected E. coli, primary screen, RecBCD inhibitor project, absorbance, with phage, HTS; inhibition, % at 11.9 µM; 0.26% of 360,000 active; AID 651602, 2012; in the data active = inhibition above about 11%
MOR-DOR inv ag = inverse agonists of MOR-DOR heterodimerization, primary screen, cell-based, luminescence. Mu-type opioid receptor (Homo sapiens) + Delta-type opioid receptor (Homo sapiens), …. cell-based MOR-DOR heterodimer luminescence, inverse agonism. inhibition, % at 9.3 µM. 0.21% of 340,000 active. AID 504357, 2011; in the data active = inhibition above about 22%, passing the limit was not always enough;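 also: 0% = cells with DMSO and 100% = wells without cells with DMSO; values of inactives mirror those of a sister screen read the other way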
OPRM1-OPRD1 ag = agonists of OPRM1-OPRD1 heterodimerization, primary screen, cell-based, luminescence; 0.3% of 340,000 active; Mu-type opioid receptor (Homo sapiens) + Delta-type opioid receptor (Homo sapiens), …; activation, % at 9.3 µM; cells; in the data active = activation above about 18%;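 also: 0% = vehicle-treated cells and 100% = reference agonist; values of inactives mirror those of a sister screen read the other way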
AddAB inh = growth inhibition of E. coli expressing H. pylori AddAB, primary screen, AddAB inhibitor project, absorbance | inhibition, % at 11.9 µM | AID 435030, 2010 | 0.29% of 330,000 active; in the data active = inhibition above about 12%;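 also: 0% = vehicle wells of infected cells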
Ecoli viability = E. coli V3065 growth inhibition, primary screen, counter-screen for AddAB inhibitor project, absorbance, OD600 | 0.27% of 330,000 active | 18 h | inhibition, % at 11.9 µM | AID 449728, 2010;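 active = inhibition above the campaign's mean inhibition across all tested compounds plus 3 SD, cut at about 9.9% in these data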;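 also: uninfected addAB+ strain grown without phage in ampicillin broth; 0% = DMSO wells and 100% = ciprofloxacin 0.95 µg/ml wells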
Tat export inh = E. coli Tat export inhibitors, primary screen, MC4100, TorA-mCherry reporter, fluorescence, single point | 0.036% of 340,000 active | inhibition, % at 10 µM;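 active = mean replicate inhibition at least 50% and at least half of replicates individually reaching 50%; inconclusive = only one of the two criteria met; inactive = neither criterion met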;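 also: exported cargo escapes ClpAP degradation while cytoplasmic cargo is degraded and loses fluorescence; 0% = median of neutral control wells and 100% = median of NaSCN control wells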
PKA-R1A act = activators of PKA-R1A holoenzyme, primary screen, biochemical, fluorescence polarization, Cy5-IP20, bovine R1A, mouse PKAc; cAMP-dependent protein kinase type I-alpha regulatory subunit (Bos taurus) + …; PKA-R1A dissociation; scaled: DMSO 0%, 113 µM cGMP 100%; activation, % at 11.4 µM; 0.083% of 340,000 active;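 active = percent activation above the mean of all tested compounds plus 3 SD, cut at about 19% in these data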;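 also: higher means more PKAc released from R1A so a rise in polarization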
* hit, by the source's call.

Screening Cc1c(NS(=O)(=O)c2cc(C(=O)N(C)Cc3ccccc3)ccc2Cl)c(=O)n(-c2ccccc2)n1C returned Mot1-301 SUMO 5, PKA-R2B act -4, HTR5A inv ag -4, PfHsp90 set2 -6, phage Ecoli inh 3.0, MOR-DOR inv ag 13, OPRM1-OPRD1 ag -2.5, AddAB inh 0.3, Ecoli viability -0.2, Tat export inh 6 and PKA-R1A act -15.
Screening O=C(CCC1CCN(Cc2ccc(C#CCCO)cc2)CC1)NC1CC1 returned Mot1-301 SUMO -16, PKA-R2B act 2, HTR5A inv ag 13, PfHsp90 set2 5, phage Ecoli inh 2.1, MOR-DOR inv ag 8, OPRM1-OPRD1 ag -1.8, AddAB inh 1.0, Ecoli viability 0.6, Tat export inh 4 and PKA-R1A act -9.
`Cc1oc(-c2ccccc2F)nc1CS(=O)(=O)CC(=O)N1CCCCCC1` gave Mot1-301 SUMO -12, PKA-R2B act 9, HTR5A inv ag -13, PfHsp90 set2 -1, phage Ecoli inh 1.4, MOR-DOR inv ag 1, OPRM1-OPRD1 ag -0.1, AddAB inh -0.2, Ecoli viability 1.6, Tat export inh -5 and PKA-R1A act 0.
Screening CCCc1ccc(OCC(O)CN2CCc3ccccc3C2)cc1 (centres undefined) returned Mot1-301 SUMO 4, PKA-R2B act -9, HTR5A inv ag -21, PfHsp90 set2 -10, phage Ecoli inh 2.1, MOR-DOR inv ag -24, OPRM1-OPRD1 ag 4.4, AddAB inh 4.7, Ecoli viability 1.9, Tat export inh -15 and PKA-R1A act 4.
`CCc1cc(=O)oc2c3c(cc(OCC(=O)NCCC(=O)O)c12)OC(C)(C)CC3` gave Mot1-301 SUMO -13, PKA-R2B act 4, HTR5A inv ag -13, PfHsp90 set2 -8, phage Ecoli inh 0.2, MOR-DOR inv ag 10, OPRM1-OPRD1 ag -2.2, AddAB inh -2.2, Ecoli viability -3.9, Tat export inh -1 and PKA-R1A act -18.
Cc1cccn2c(=O)nc(SCC(=O)N3CCCCCC3)nc12 was read as Mot1-301 SUMO 97, PKA-R2B act 1, HTR5A inv ag 10, phage Ecoli inh 2.5, MOR-DOR inv ag 3, OPRM1-OPRD1 ag -0.5, AddAB inh 2.1, Ecoli viability 2.3, Tat export inh 2 and PKA-R1A act 6.
COc1cccc(C(=O)/C=C/Nc2ccc(S(=O)(=O)Nc3cnc4ccccc4n3)cc2)c1 was read as Mot1-301 SUMO -13, PKA-R2B act 0, HTR5A inv ag 8, PfHsp90 set2 -8, phage Ecoli inh 2.6, MOR-DOR inv ag 4, OPRM1-OPRD1 ag -0.8, AddAB inh 8.4, Ecoli viability 3.8, Tat export inh 5 and PKA-R1A act -4.
Screening COc1cc(C(=O)Oc2cc(C)cc(C)c2)cc(OC)c1OC returned Mot1-301 SUMO 7, PKA-R2B act 3, HTR5A inv ag 7, PfHsp90 set2 9, phage Ecoli inh 3.5, MOR-DOR inv ag -25, OPRM1-OPRD1 ag 5.2, AddAB inh 2.1, Ecoli viability -0.8, Tat export inh inconclusive and PKA-R1A act 9.
For COc1ccc(NC(=O)CSc2nc(N)cc(N)n2)cc1S(=O)(=O)N1CCCCC1 the results were Mot1-301 SUMO 11, PKA-R2B act 4, HTR5A inv ag 5, phage Ecoli inh 2.6, MOR-DOR inv ag -1, OPRM1-OPRD1 ag 0.1, AddAB inh 3.8, Ecoli viability 2.5, Tat export inh 3 and PKA-R1A act 9.
CCOC(=O)N1CCN(c2nc3ccc(C)cc3n3cnnc23)CC1 was read as PKA-R2B act -4, HTR5A inv ag 2, PfHsp90 set2 -3, phage Ecoli inh 1.2, MOR-DOR inv ag 7, OPRM1-OPRD1 ag -1.5, Tat export inh 3 and PKA-R1A act -13.
`O=C(NCC(=O)N(c1ccccc1F)C(C(=O)NC1CCCC1)c1ccncc1)c1ccco1` (centres undefined) gave Mot1-301 SUMO -2, PKA-R2B act -9, HTR5A inv ag 7, PfHsp90 set2 -28, phage Ecoli inh -0.1, MOR-DOR inv ag 10, OPRM1-OPRD1 ag -1.6, AddAB inh 1.6, Ecoli viability -2.6, Tat export inh -7 and PKA-R1A act -3.
`COc1ccc(N2CCN(CCCNC(=O)CN3C(=O)COc4ccccc43)CC2)cc1` gave Mot1-301 SUMO 1, PKA-R2B act 1, HTR5A inv ag 17, PfHsp90 set2 -4, phage Ecoli inh 1.7, MOR-DOR inv ag -6, OPRM1-OPRD1 ag 1.2, AddAB inh 1.7, Ecoli viability -2.6, Tat export inh -3 and PKA-R1A act -6.
O=S(=O)(NCC1(N2CCOCC2)CCCCC1)c1ccc(F)c(F)c1F was read as Mot1-301 SUMO -9, PKA-R2B act 15, HTR5A inv ag -22, PfHsp90 set2 -12, phage Ecoli inh -0.1, MOR-DOR inv ag -1, OPRM1-OPRD1 ag 0.2, AddAB inh -5.3, Ecoli viability 0.0, Tat export inh 4 and PKA-R1A act -2.
`COc1cccc(NC(=O)COc2ccc(Br)c(C)c2)c1` gave Mot1-301 SUMO -7, PKA-R2B act 2, HTR5A inv ag -12, PfHsp90 set2 1, phage Ecoli inh 2.5, MOR-DOR inv ag -16, OPRM1-OPRD1 ag 3.3, AddAB inh 1.4, Ecoli viability -2.3, Tat export inh 6 and PKA-R1A act -3.
`CC(NCCc1ccc(O)cc1)C(O)c1ccc(O)cc1` (centres undefined) gave Mot1-301 SUMO 474, PKA-R2B act 4, HTR5A inv ag -12, PfHsp90 set2 -3, phage Ecoli inh 4.1, MOR-DOR inv ag 10, OPRM1-OPRD1 ag -1.9, AddAB inh -3.0, Ecoli viability -0.1, Tat export inh -1 and PKA-R1A act 12.
For Oc1cccc(/C=N/Nc2cc(N3CCOCC3)nc(N3CCOCC3)n2)c1 the results were Mot1-301 SUMO 15, PKA-R2B act 1, HTR5A inv ag 10, PfHsp90 set2 8, phage Ecoli inh 0.6, MOR-DOR inv ag -11, OPRM1-OPRD1 ag 1.9, AddAB inh 3.7, Ecoli viability -1.9, Tat export inh 1 and PKA-R1A act -17.
Screening CC1=NNC(=O)C1CCC(=O)N/N=C/C=C/c1ccccc1 (centres undefined) returned Mot1-301 SUMO -7, PKA-R2B act -5, PfHsp90 set2 5, phage Ecoli inh 3.0, AddAB inh -0.7, Ecoli viability -0.9, Tat export inh 2 and PKA-R1A act 7.
C=CCn1c(SCC(=O)NCc2ccc3c(c2)OCO3)nnc1C1CCCCC1 was read as Mot1-301 SUMO -12, PKA-R2B act 1, HTR5A inv ag -3, PfHsp90 set2 -5, phage Ecoli inh 0.9, MOR-DOR inv ag 2, OPRM1-OPRD1 ag -0.3, AddAB inh 1.1, Ecoli viability -0.3, Tat export inh 2 and PKA-R1A act 1.
Screening Cc1onc(-c2ccccc2)c1C(=O)Nc1ccc(Cl)cn1 returned Mot1-301 SUMO 232, PKA-R2B act -7, HTR5A inv ag 2, PfHsp90 set2 -3, phage Ecoli inh 3.0, MOR-DOR inv ag 5, OPRM1-OPRD1 ag -1.0, AddAB inh 0.7, Ecoli viability -1.6, Tat export inh -4 and PKA-R1A act 1.
Cc1ccccc1NC(=O)c1cccc(NC(=O)c2ccco2)c1 was read as Mot1-301 SUMO 78, PKA-R2B act -7, HTR5A inv ag -23, PfHsp90 set2 -8, phage Ecoli inh 5.6, MOR-DOR inv ag 8, OPRM1-OPRD1 ag -1.4, AddAB inh 3.0, Ecoli viability 1.4, Tat export inh -4 and PKA-R1A act 5.
Screening COc1cc(/C=N/NC(=S)NC(C)C)ccc1OCC(=O)Nc1c(C)cc(C)cc1C returned Mot1-301 SUMO -10, PKA-R2B act -3, HTR5A inv ag -10, PfHsp90 set2 1, phage Ecoli inh 6.0, MOR-DOR inv ag -43, OPRM1-OPRD1 ag 8.4, AddAB inh 2.2, Ecoli viability 0.3, Tat export inh -1 and PKA-R1A act -2.
For CSc1nnc(-c2ccccc2)c(=O)[nH]1 the results were Mot1-301 SUMO 21, PKA-R2B act -3, HTR5A inv ag 21, PfHsp90 set2 0, phage Ecoli inh 3.6, MOR-DOR inv ag 8, OPRM1-OPRD1 ag -1.8, AddAB inh 6.6, Ecoli viability 0.9, Tat export inh -8 and PKA-R1A act 3.
Cc1cc(C)cc(NC(=O)CN2CCN(C(=O)C3CCCO3)CC2)c1 (centres undefined) was read as Mot1-301 SUMO 4, PKA-R2B act 1, HTR5A inv ag -21, PfHsp90 set2 3, phage Ecoli inh 1.2, MOR-DOR inv ag 8, OPRM1-OPRD1 ag -1.6, AddAB inh -0.4, Ecoli viability 0.2, Tat export inh 3 and PKA-R1A act -11.
Cc1ccc2nc(-c3cccnc3)c(NC3CCCC3)n2c1 was read as Mot1-301 SUMO 197, PKA-R2B act -8, HTR5A inv ag 21, PfHsp90 set2 13, phage Ecoli inh 3.9, MOR-DOR inv ag 9, OPRM1-OPRD1 ag -1.7, AddAB inh -0.7, Ecoli viability -1.4, Tat export inh 3 and PKA-R1A act -2.
Screening CC(=O)N1CCOc2ccc(S(=O)(=O)NCC3CCC(C(=O)Nc4ccc(C)cn4)CC3)cc21 (centres undefined) returned Mot1-301 SUMO -2, PKA-R2B act 7, HTR5A inv ag 8, PfHsp90 set2 -26, phage Ecoli inh 1.2, MOR-DOR inv ag 3, OPRM1-OPRD1 ag -0.6, AddAB inh 4.2, Ecoli viability -2.1, Tat export inh -5 and PKA-R1A act -13.
C=CCc1cccc2cc(C(=O)NC3CCCCC3)c(=O)oc12 was read as Mot1-301 SUMO 9, PKA-R2B act 5, HTR5A inv ag -1, PfHsp90 set2 15, MOR-DOR inv ag -14, OPRM1-OPRD1 ag 2.9, AddAB inh -0.8, Ecoli viability 2.1, Tat export inh -2 and PKA-R1A act -7.
O=C(c1cnn2c(C(F)F)cc(-c3ccccc3)nc12)N1CCN2CCCC2C1 (centres undefined) was read as Mot1-301 SUMO 1, PKA-R2B act -3, HTR5A inv ag 28, PfHsp90 set2 5, phage Ecoli inh 2.8, MOR-DOR inv ag -2, OPRM1-OPRD1 ag 0.4, AddAB inh 1.5, Ecoli viability 0.8, Tat export inh -5 and PKA-R1A act -9.
